Rab9 promoter act: activators of Rab9 promoter; Huh7 Rab9 promoter-luciferase reporter, luminescence, 24 h; Potency, µM (series often up to 9.22 µM), without a hit: top-dose activation, negative = inhibition, most hits filed as activators; 320,000 compounds, 2.8% hits; note: % of control where 0% means no effect; nearly all actives have a fitted effect of over 60% in size
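Huh7 reporter line, Rab9 promoter upstream of luciferase. Compound exposure 24 h at 37 °C in reduced-serum medium with 10% FBS. Read-out: luminescence.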
NPC1 prom act: activates the NPC1 promoter; Huh7 NPC1 promoter luciferase reporter, 24 h; Potency, µM (highest dose often 9.22 µM), inactives show at the highest dose activation, hits mostly activators; 320,000 compounds, 2.4% hits;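 note: % of control where 0% means no effect; nearly all actives have a fitted effect of over 60% in size; reporter is driven by a mutant NPC1 promoter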
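Readout is luciferase luminescence, reflecting NPC1 promoter activation in stably transfected Huh7 cells after 24 h compound exposure at 37 °C in reduced-serum medium with 10% FBS.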
VP16 counter: counter-screen for ROR gamma inhibitors: Gal4-VP16 reporter; Drosophila S2 Gal4-VP16 UAS-luciferase, luminescence, 20 h; Potency, µM (highest dose often 53.6 µM), for inactives: at the top dose activity, negative = inhibition, hits mostly inhibitors; 310,000 compounds, 3.5% hits; AID 2546;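 note: Gal4-VP16 expression switched on by copper sulfate through the metallothionein promoter; % is set by controls: 0 for no effect and ±100 for the full control effect; nearly all actives have a fitted effect of over 50% in size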
MLL CXXC-DNA inh: MLL CXXC-DNA interaction inhibition | Potency, µM (highest dose often 115 µM), without a hit: at the top dose activity change, negative = inhibition, usual class: inhibitors | Q03164 | 290,000 compounds, 0.037% hits | MLL-CXXC / FITC-HOXA9 DNA fluorescence polarization; active = well fitted inhibition curve with a large enough effect in the polarisation, with a control signal flat, not every such curve was filed as active; inconclusive = small, poorly fitted or top-dose-only effect, or effect the other way, or a change in a side signal; inactive = no such curve, though single readings can be large or run the other way; the % refers to the polarisation
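Purified MLL-CXXC (added from a 7 uM solution) was preincubated 5 min at ambient with pinned compounds in 50 mM Tris-HCl pH 7.5, 50 mM NaCl, 1 mM DTT, 0.05% BSA. Fluorescein-labeled HOX-A9 DNA (50 nM solution) followed, 30 min, then polarization read.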
FLuc counter: firefly luciferase modulation, counter-screen for miR-21 project; Potency, µM (highest dose often 57.5 µM), for inactives: at the top dose activity change, negative = inhibition, most hits filed as inhibitors; purified FLuc, Km substrates, luminescence inhibition; AID 588342; P08659; 360,000 compounds, 6.9% hits;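 note: plate controls were vehicle for no effect and reference inhibitor for full effect; nearly all actives have a fitted effect of over 55% in size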
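Biochemical qHTS of compounds, final roughly 60 µM downward over six points, against 10 nM purified firefly luciferase using Km concentrations of substrates (10 uM D-luciferin, 10 uM ATP) in Tris acetate pH 7.5 buffer; luminescence output.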
ELG1 genotox: inducers of genotoxicity in HEK293T ELG1-luciferase cells. HEK293T ELG1-luciferase reporter, luminescence, 16 h. Potency, µM (series often up to 46 µM), for the others: top-dose activity change, positive = activation, actives largely listed as activators. 330,000 compounds, 1.3% hits. AID 504466; note: % of control where 0% means no effect; nearly all actives have a fitted effect of over 60% in size
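HEK293T cells expressing luciferase-tagged ELG1 were exposed to compound or DMSO vehicle for 16 hr at 37 °C and 5% CO2. Luciferase activity was then measured with ONE-Glo after 30 min at room temperature.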
BRCA1 expr up: activators of BRCA1 expression; 380,000 compounds, 1.1% hits; Potency, µM (titrated, usually from 46.1 µM), without a hit: at the top dose activation, actives largely listed as activators; MCF7-BRCA1-FFLuc reporter, luminescence, 48 h; response scale: scaled: vehicle 0%, 10 µM genistein 100%; note: nearly all actives have a fitted effect of over 80% in size; some results filed as inactive show a strong effect at the top dose
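MCF7-BRCA1-FFLuc, 2000 cells/well; 2 h attach, 37 °C/5% CO2; compound 48 h; luciferase substrate 15 min; luminescence end-point. Norm. to genistein 10 microM max activation and DMSO; concentration-response curves fitted.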
MBNL1-CUG inh: MBNL1-poly(CUG) RNA binding inhibition; 280,000 compounds, 0.036% hits; TR-FRET MBNL1-His/biotin-(CUG)12 binding, 665/545 ratio; Q9NR56; Potency, µM (highest dose often 57.5 µM), for the others: at the top dose activity change, negative = inhibition, hits mostly inhibitors; AID 2675; active = well fitted inhibition curve with a large enough effect in the signal ratio, with a control signal flat, not every such curve was filed as active; inconclusive = small, poorly fitted or top-dose-only effect, or effect the other way, or a change in a side signal; inactive = no such curve, though single readings can be large or run the other way; the % refers to the signal ratio; note: % is set by controls: 0 for no effect and ±100 for the full control effect
Target sequence (Q9NR56 whole entry, looked up): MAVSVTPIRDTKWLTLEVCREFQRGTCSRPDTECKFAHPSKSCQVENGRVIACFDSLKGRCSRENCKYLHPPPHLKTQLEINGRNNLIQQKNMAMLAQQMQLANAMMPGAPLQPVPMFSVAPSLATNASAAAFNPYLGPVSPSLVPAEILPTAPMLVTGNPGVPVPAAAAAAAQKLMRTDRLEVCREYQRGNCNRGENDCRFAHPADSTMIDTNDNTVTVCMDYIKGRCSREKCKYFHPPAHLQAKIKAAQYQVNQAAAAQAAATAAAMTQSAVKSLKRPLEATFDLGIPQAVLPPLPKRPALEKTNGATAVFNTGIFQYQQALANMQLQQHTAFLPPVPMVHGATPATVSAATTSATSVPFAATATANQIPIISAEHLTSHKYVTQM
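Inhibition of protein-RNA binding appears as loss of TR-FRET between terbium anti-His antibody on MBNL1-His and streptavidin-XL665 on biotin-(CUG)12. Activity is normalized to buffer-only and uninhibited-complex controls.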
uPA surface inh: blocks generation of uPA at the cell surface; cell surface uPA generation assay, qHTS; Potency, µM (series often up to 38.3 µM), for inactives: at the top dose activity change, negative = inhibition, most hits filed as inhibitors; 330,000 compounds, 0.31% hits; AID 540303; active = well fitted inhibition curve with a large enough effect; inconclusive = small, poorly fitted or top-dose-only effect; inactive = no such curve, though single readings can be large or run the other way; tested in mouse RAW 264.7 cells; note: % is set by controls: 0 for no effect and ±100 for the full control effect; nearly all actives have a fitted effect of over 55% in size
RORgamma inh: ROR gamma (mouse) transcription inhibition; Drosophila S2 Gal4-RORgamma UAS-luciferase reporter, 20 h; Potency, µM (top dose mostly 53.6 µM), for inactives: at the top dose activity change, negative = inhibition, most hits filed as inhibitors; P51450; 310,000 compounds, 5.4% hits; AID 2551; note: % is set by controls: 0 for no effect and ±100 for the full control effect; nearly all actives have a fitted effect of over 60% in size
Target sequence (P51450 whole entry, looked up, the tested form may be a part): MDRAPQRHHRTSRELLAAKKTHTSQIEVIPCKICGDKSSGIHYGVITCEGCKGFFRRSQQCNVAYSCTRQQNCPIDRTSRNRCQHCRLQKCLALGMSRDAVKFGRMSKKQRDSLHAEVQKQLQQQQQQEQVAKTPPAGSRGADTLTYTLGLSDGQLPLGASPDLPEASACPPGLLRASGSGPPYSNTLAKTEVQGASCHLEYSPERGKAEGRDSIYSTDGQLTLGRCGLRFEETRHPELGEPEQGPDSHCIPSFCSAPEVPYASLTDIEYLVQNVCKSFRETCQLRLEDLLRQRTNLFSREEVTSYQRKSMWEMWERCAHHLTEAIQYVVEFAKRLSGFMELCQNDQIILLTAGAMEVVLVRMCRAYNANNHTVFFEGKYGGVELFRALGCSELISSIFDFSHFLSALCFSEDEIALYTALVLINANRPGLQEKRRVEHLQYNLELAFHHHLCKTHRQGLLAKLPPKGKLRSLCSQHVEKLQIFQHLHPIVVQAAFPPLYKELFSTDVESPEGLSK
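Stably transfected Drosophila Schneider cells are the test system, with ROR gamma fused to Gal4 and luciferase under UAS control; luminescence is read after 20 hr of 700 uM copper sulfate induction at ambient temperature.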
p53 reactivator: re-activators of mutant p53; Potency, µM (titrated, usually from 92.2 µM), without a hit: at the highest dose activity change, positive = activation, hits mostly activators; 320,000 compounds, 0.063% hits; H1299 p53-A138V BP100-luciferase reporter, luminescence, 24 h; AID 504706; note: % of control where 0% means no effect; nearly all actives have a fitted effect of over 45% in size
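H1299 (p53-null), stable ts p53-A138V + BP100-Luc; 1000 cells/well, Opti-MEM/10% FBS; cpd 4 pt, 1:5; 24 h, 37 deg C, 5% CO2; detection reagent 10 min RT; luminescence.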
* hit, by the source's call; ? = inconclusive; nt = no result given; & = joins results of further samples. Unless noted, calls come from the whole dose curve; as a rule, active = well fitted curve in the direction sought with a large enough effect; inconclusive = small, poorly fitted or top-dose-only effect, or another doubt; inactive = no such curve, though single readings can be large; an effect the other way counts as inactive or inconclusive. Potency is the fitted concentration of half-maximal effect. A portion of the library; rates above refer to the full screens.

SMILES | Rab9 promoter act | NPC1 prom act | VP16 counter | MLL CXXC-DNA inh | FLuc counter | ELG1 genotox | BRCA1 expr up | MBNL1-CUG inh | uPA surface inh | RORgamma inh | p53 reactivator
Cc1[nH]c2ccccc2c1CCNS(=O)(=O)c1ccc(S(N)(=O)=O)cc1 | -3% | 1% | -3% | 10% | -2% | -5% | -24% | -11% | 7% | ? | -6%
CCOC(=O)c1ccc(-c2ccc(C=O)o2)cc1 | ? | ? | ? | 0% | 24µM* | ? | ? | ? | 0% | ? | -2%
Cc1c(C(N)=O)sc2ncn(CC(=O)NCCc3ccccc3)c(=O)c12 | -4% | 0% | -1% | -2% | 0% | 1% | 4% | 5% | 3% | 0% | -2%
Cc1c(C(=O)NCc2ccco2)oc2c(F)cccc12 | -4% | 1% | nt | nt | 0% | 3% | -74% | nt | -7% | nt | 4%
COc1ccccc1C(=O)NNC(=S)NC(=O)c1ccco1 | -7% | -3% | ? | 1% | -2% | 4% | -86% | 27% | -4% | 16µM* | ?
O=C(Cc1ccc(Cl)cc1)N/N=C/c1cccc(O)c1 | 0% | 0% | ? | -1% | 1% | 0% | 0% | ? | 18% | ? | nt
C1=C2C[N+]3(CCCC3)CC2Cc2ccc3ccccc3c21 (configuration not stated) | -29% | -13% | 17% | -4% | -2% | -6% | -2% | 5% | -4% | 1% | 0%
CCN(CC(=O)NC1CCS(=O)(=O)C1)C(=O)/C=C/c1cccs1 (configuration not stated) | 1% | -1% | 8% | 4% | -1% | 2% | -2% | 5% | 18% | 7% | 7%
CC(=O)c1c(C(C)=O)c(C)n(-c2ccc(C)c(NC(=O)c3ccccc3Cl)c2)c1C | -1% | 0% | -3% | 1% | -1% | -3% | -36% | -7% | -9% | 23% | -3%
COc1ccc(S(=O)(=O)Nc2ccc3c(c2)OCO3)cc1C(=O)O | 3% | 1% | -12% | -1% | -2% | 0% | -2% | -1% | -6% | -1% | 9%
NC(=S)NNC(=O)c1cc(C(F)(F)F)cc(C(F)(F)F)c1 | -1% | -6% | -9% | 0% | -1% | 0% | 12% | 1% | 4% | ? | -2%
CC1(C)C(O)=C(c2nc3ccccc3[nH]2)C(=N)N1c1ccccc1 | -2% | -1% | 11µM* | -2% | -6% | -3% | 3% | 3% | nt | 1.8µM* | 6%
CCCOc1ccc(/C=C/c2[nH]c(=O)[nH]c(=O)c2[N+](=O)[O-])cc1OCC | -6% | -3% | 11% | 4% | 2% | -7% | 9% | -3% | 1% | 6% | -6%
O=C(/C=C/c1cccc([N+](=O)[O-])c1)NCc1cccnc1 | -9% | -8% | -2% | 4% | 1% | -1% | -19% | ? | -6% | 15% | -3%
Cc1ccccc1C(=O)NC(=S)Nc1cccc(NC(=O)C(C)C)c1 | 13% | 1% | -10% | 5% | ? | -4% | 29% | -6% | -2% | 26% | -2%
COc1cccc(CNC(=O)N[C@@H](CC(C)C)C(=O)O)c1 | -4% | -1% | 0% | 17% | -1% | -2% | -1% | -3% | 6% | 3% | -1%
O=C(NCCCN1CCCC1=O)c1ccc(Cl)c(S(=O)(=O)N2CCCCC2)c1 | 2% | -3% | nt | nt | 0% | 1% | -9% | nt | 12% | nt | -3%
CCOC(=O)C1=C(C)NC(C)=C(C(=O)OCC)C1c1ccc([N+](=O)[O-])s1 | -1% | 0% | -8% | -10% | -1% | 0% | -8%&-7% | ? | 2% | ? | -12%
CN(C)CC(=O)Nc1nc(-c2ccccc2)cs1 | 11% | -2% | ? | -6% | ? | 17% | 94% | 0% | -5% | 11µM* | 9%
CC(NC(=O)CCCC1CCCCC1)c1ccc(S(N)(=O)=O)cc1 (configuration not stated) | 4% | -6% | 4% | 21% | 2% | 2% | -23% | -2% | 2% | 4% | -2%
Cc1ccccc1OCC(=O)NCC(=O)OCC(=O)c1ccc2ccccc2c1 | -3% | 0% | -12% | -8% | ? | -2% | 1%&-1% | ? | 0% | 4% | -6%
CNC(=O)CC(C(=O)O)c1ccc(OC(C)C)cc1 (configuration not stated) | -5% | 0% | 0% | -2% | -1% | 1% | 0% | -4% | 0% | 7% | -2%
CCOc1ccc(S(=O)(=O)NCCC(=O)NCCOc2ccccc2)cc1 | -3% | -2% | nt | nt | 1% | 18% | -16% | nt | 0% | nt | 3%
COc1cc(C2C(C(=O)c3ccco3)=C(O)C(=O)N2Cc2cccnc2)cc(OC)c1OC (configuration not stated) | -11% | -2% | -6% | 1% | 3% | -3% | 9% | 6% | -4% | -15% | -6%
Cc1ccc(C(=O)NCC(=O)N/N=C/c2sccc2C)cc1[N+](=O)[O-] | -13% | -4% | 0% | -8% | 4% | 0% | -6% | 12% | 8% | 8% | -2%
CCCCc1nc2cc(C(=O)N3CCCCC3CCNC(C)=O)ccc2o1 (configuration not stated) | -5% | -3% | 2% | 0% | 0% | 0% | 28% | -5% | -4% | 11% | 3%
Cc1ccc(/C=N/NC(=O)c2nnn(-c3nonc3N)c2-c2ccc3c(c2)OCO3)s1 | -2% | 1% | 7.9µM* | 9% | -6% | -8% | -32% | ? | 8% | 7.1µM* | -9%
Cc1cc(C)c2nc(SCC(=O)NCCC3=CCCCC3)cc(C)c2c1 | -7% | 0% | -3% | 4% | 6% | 7% | -17% | 27% | 2% | -24% | -3%
O=C(CNC(=O)c1cccs1)OCC(=O)c1cccs1 | -3% | -2% | 6% | 2% | 2% | -1% | -4% | -1% | 4% | 2% | 0%
O=C(Cc1ccc(-n2cccc2)cc1)NC1CCCCCC1 | -2% | -4% | 1% | 4% | 6% | -2% | -16% | 4% | nt | -31% | -1%

Laid out differently: five of the compounds above.
smiles	Rab9 promoter act	NPC1 prom act	VP16 counter	MLL CXXC-DNA inh	FLuc counter	ELG1 genotox	BRCA1 expr up	MBNL1-CUG inh	uPA surface inh	RORgamma inh	p53 reactivator
Cc1ccc(C(=O)NCC(=O)N/N=C/c2sccc2C)cc1[N+](=O)[O-]	-13%	-4%	0%	-8%	4%	0%	-6%	12%	8%	8%	-2%
CCOc1ccc(S(=O)(=O)NCCC(=O)NCCOc2ccccc2)cc1	-3%	-2%	nt	nt	1%	18%	-16%	nt	0%	nt	3%
O=C(CNC(=O)c1cccs1)OCC(=O)c1cccs1	-3%	-2%	6%	2%	2%	-1%	-4%	-1%	4%	2%	0%
Cc1ccccc1OCC(=O)NCC(=O)OCC(=O)c1ccc2ccccc2c1	-3%	0%	-12%	-8%	?	-2%	1%&-1%	?	0%	4%	-6%
Cc1ccc(/C=N/NC(=O)c2nnn(-c3nonc3N)c2-c2ccc3c(c2)OCO3)s1	-2%	1%	7.9µM*	9%	-6%	-8%	-32%	?	8%	7.1µM*	-9%

Next section:
SMILES | Rab9 promoter act | NPC1 prom act | VP16 counter | MLL CXXC-DNA inh | FLuc counter | ELG1 genotox | BRCA1 expr up | MBNL1-CUG inh | uPA surface inh | RORgamma inh | p53 reactivator
COC(=O)c1sc2nc(C)c([N+](=O)[O-])c(C)c2c1N | -3% | 7% | ? | -6% | ? | -1% | -29% | ? | -9% | 30% | 6%
C=CCn1c(=NC(=O)CC)n(C)c2ccccc21 | -4% | -4% | -7% | 9% | 0% | 1% | -5% | 4% | 3% | -12% | -2%
O=C(NC1CCCCCCC1)C1CCN(S(=O)(=O)N2CCCC2)CC1 | -9% | 1% | 19% | 13% | 3% | 1% | 37% | -11% | 3% | 15% | 1%
Cn1nc(C(=O)OCC(=O)N(Cc2ccccc2)C(C)(C)C)c2ccccc2c1=O | -6% | -12% | nt | nt | 6% | -2% | -18% | nt | -10% | nt | 2%
O=C(CSc1nnc(CNC(=O)c2cccs2)o1)NC1CCCC1 | 1% | -2% | -1% | 0% | 4% | 0% | -1% | -6% | 0% | -35% | -4%
CCCC(=O)N1CCN(c2ccc(NC(=S)NC(=O)c3cccc(C)c3)cc2)CC1 | -17% | -9% | ? | 0% | 1% | -11% | -69% | -4% | -6% | ? | 1%
Cc1ccc2nc(NC(=O)CSc3nnc(C)c(=O)n3N)sc2c1 | ? | 18% | -2% | 1% | ? | ? | 18% | nt | 2% | 12% | 19%
O=C(c1cccc(Cl)c1)N1CCC(c2nc3ccccc3[nH]2)CC1 | 8% | -1% | 1% | 15% | -4% | -6% | -16% | ? | -1% | 11% | 0%
C[C@@]12C(=O)Nc3ccc(Br)cc3C(=O)N1[C@H]1c3cc(Cl)ccc3OC[C@@H]1[C@@H]2c1ccccc1 | -7% | -7% | nt | nt | -2% | -3% | -18% | nt | -17% | nt | -2%
